# KLF5 inhibitor = inhibitors of KLF5 expression | inhibition, % at 5 µM | AID 1700 | 290,000 compounds, 0.23% hits | DLD-1 KLF5 promoter-luciferase reporter, luminescence;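 active = inhibition above a per-plate limit of that plate's mean compound inhibition plus 3 SD, cut at about 60% in these data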;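 note: 0% = DMSO wells and 100% = LY294002 at 200 µM; higher means less KLF5 promoter-driven luciferase light; inactives centre near -14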
# HSF-1 act = increases HSF-1 driven luciferase reporter signal; activation, % at 9 µM; AID 504408; 300,000 compounds, 1.7% hits; NIH3T3-HGL HSF-1 luciferase reporter, MG132, 8 h; 100% = twice DMSO control signal;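 active = mean replicate activation of at least 50% with a set share of replicates each reaching 50%; inconclusive = only one of those two conditions met; inactive = mean below 50% and too few replicates reaching it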;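 note: 0% = median of the neutral control wells and 100% = twice that signal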
# GSK3A inh = human GSK-3 alpha kinase inhibition | 320,000 compounds, 0.1% hits | P49840 | ADP-Glo luminescence, 60 min | inhibition, % at 10 µM;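 in the data active = inhibition above about 50%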;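 note: GST-tagged GSK-3 alpha with peptide substrate and 25 µM ATP; 0% = DMSO neutral wells and 100% = GW8510 positive control wells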
# Target sequence (P49840 whole entry, looked up): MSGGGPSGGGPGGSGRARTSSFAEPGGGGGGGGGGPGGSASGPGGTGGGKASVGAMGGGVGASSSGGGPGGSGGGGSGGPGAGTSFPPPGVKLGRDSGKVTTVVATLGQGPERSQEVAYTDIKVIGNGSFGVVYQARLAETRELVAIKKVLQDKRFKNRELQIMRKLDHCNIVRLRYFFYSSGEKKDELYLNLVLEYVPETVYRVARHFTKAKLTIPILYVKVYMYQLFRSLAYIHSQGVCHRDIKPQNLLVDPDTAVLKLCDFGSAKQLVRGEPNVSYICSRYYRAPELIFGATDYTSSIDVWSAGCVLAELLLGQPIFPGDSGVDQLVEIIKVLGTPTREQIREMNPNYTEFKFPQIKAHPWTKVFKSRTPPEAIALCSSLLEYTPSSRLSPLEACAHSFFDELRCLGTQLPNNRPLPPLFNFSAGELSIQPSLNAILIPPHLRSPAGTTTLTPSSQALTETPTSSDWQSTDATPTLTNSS
# GSK3B inh = inhibitors of human GSK3beta kinase | P49841 | GST-GSK3beta kinase, ADP-Glo luminescence, 60 min; active compounds read low | activity score (negative = inhibition), % at 10 µM | 300,000 compounds, 0.038% hits;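 active = more than half of replicate wells score below -50%, meaning over 50% inhibition versus plate controls; inconclusive = some replicates but at most half score below -50%; inactive = no replicate scores below -50%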;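 note: 0% = median DMSO wells and -100% = median GW8510 positive control wells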
# Target sequence (P49841 whole entry, looked up): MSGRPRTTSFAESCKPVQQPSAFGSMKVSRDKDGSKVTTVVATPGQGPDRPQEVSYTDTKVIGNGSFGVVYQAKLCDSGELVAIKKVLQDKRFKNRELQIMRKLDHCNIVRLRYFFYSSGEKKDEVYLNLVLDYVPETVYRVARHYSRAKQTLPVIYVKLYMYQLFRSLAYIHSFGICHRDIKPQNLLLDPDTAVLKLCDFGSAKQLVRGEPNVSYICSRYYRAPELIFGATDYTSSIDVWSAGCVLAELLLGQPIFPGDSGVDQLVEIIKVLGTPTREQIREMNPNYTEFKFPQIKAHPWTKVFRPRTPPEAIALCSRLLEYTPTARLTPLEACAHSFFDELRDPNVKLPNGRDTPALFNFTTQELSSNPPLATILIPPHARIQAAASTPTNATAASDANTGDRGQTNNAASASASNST
#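 Test system: GST-tagged human GSK3beta kinase, cell-free; evaluation: activity score scaled between in-plate DMSO and GW8510 controls; measured by: ADP-Glo luminescence; incubation: 60 min reaction, RT; benchmarks: DMSO and 20 µM GW8510; reagent: peptide substrate plus 25 µM ATP (final); medium: Tris/MgCl2 kinase buffer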
# aSyn UTR inh = MLPCN primary screen, SNCA 5' untranslated region; 300,000 compounds, 0.82% hits; inhibition, % (tested at 7.5 µM); alpha-synuclein 5'UTR reporter, inhibitor activity; in the data active = inhibition above about 60%; inconclusive = no clear call, values can overlap the other calls;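 note: H4 neuroglioblastoma cells stably carrying SNCA 5'UTR luciferase fusion; 0% = DMSO wells and 100% = positive control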
# IEC-6 cytotox = counter-screen for KLF5 inhibitors: cytotoxicity in IEC-6 cells. IEC-6 cytotoxicity, luminescence viability. inhibition, % at 5 µM. 290,000 compounds, 0.78% hits; in the data active = inhibition above about 22%;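 note: 0% = plate median of test compound wells and 100% = cytotoxic reference compound wells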
# HSP90 inh = blocks HSP90-mediated luciferase refolding in reticulocyte lysate; Rabbit reticulocyte lysate, luciferase refolding luminescence, 3 h; inhibition, % at 5.6 µM; 290,000 compounds, 0.91% hits; AID 1789;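 active = inhibition above the screen-wide mean plus 3 SD, computed separately per campaign, cut at about 16% in these data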;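 note: 0% = DMSO wells and 100% = 60 µM geldanamycin wells; inhibitors lower the luminescence because luciferase stays unfolded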
# AI-2 QS mod = modulates the Vibrio harveyi AI-2 quorum sensing system; Vibrio harveyi JMH597 AI-2 luminescence/OD600 ratio, 9 h; active compounds read low; strain lacks LuxN and CqsS sensors; 0 = neutral-control median; 300,000 compounds, 0.4% hits; activity change, % at 7.5 µM; in the data active = activity change below about -75%, passing the limit was not always enough; inconclusive = no clear call, values can overlap the other calls;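 note: luminescence divided by OD600 gain over 9 h not by final OD600 alone; inactives centre near 13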
# HSF1 inhib = HSF1 inhibition; NIH3T3-HGL HSE-luciferase, MG132-induced, luminescence 8 h; active compounds read low; activity change, negative = inhibition, % at 7.5 µM (by protocol); 300,000 compounds, 0.77% hits; AID 2098;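 active = more than half of replicate wells show activity change below -50%, luminescence cut by over half; inconclusive = some wells, but at most half, below -50%; inactive = no replicate well below -50%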;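 note: luciferase reports HSF-1 transcriptional activity via heat shock element; 0% = median of DMSO wells and -100% = zero luminescence signal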
# PolyA inhibitor = inhibitors of polyadenylation in S. cerevisiae; S. cerevisiae SKY197-pL101 polyadenylation reporter, beta-gal luminescence; efflux-impaired pdr1/pdr3 knockout yeast; score 100 = 6 SD above DMSO; calls only at 12 µM; 300,000 compounds, 0.02% hits; AID 1875;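 active = lowest replicate activity score at least 50, where 100 means six control SD above control mean; inconclusive = lowest score under 50 but half or more replicates reach 50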;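 note: yeast exposed to compound for 9 h at 30 °C; higher score means more reporter readthrough which indicates perturbed polyadenylation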
# Numbers without * were called inactive; i = inactive; ? = inconclusive; . = no result given. This is a subset (hit frequency here may not be typical).
SMILES,KLF5 inhibitor,HSF-1 act,GSK3A inh,GSK3B inh,aSyn UTR inh,IEC-6 cytotox,HSP90 inh,AI-2 QS mod,HSF1 inhib,PolyA inhibitor
Cc1cc(Nc2ccccc2F)n2ncnc2n1,4,4,8,-3,5,-1,-5,15,-3,i
Cc1nc(SCC(C)C)[nH]c(=O)c1Cc1ccccc1,-4,-4,-2,-2,8,-2,2,11,-5,i
CCOC(=O)c1c(N2C(=O)Nc3ccccc3N2O)sc2c1CCCC2,1,12,0,-4,5,-1,0,41,-2,i
COc1ccc(C2CCCN2C(=O)Nc2cccc(C(C)=O)c2)cc1OC (stereo unspecified),-15,27,4,3,0,4,3,16,1,i
Cn1c(CCN2CCCC2)nc2cc(NS(=O)(=O)c3ccc(Cl)cc3)ccc21,-25,2,-5,1,-11,-2,-1,35,4,i
CN(CCOc1ccccc1)CC(=O)Nc1ccc([N+](=O)[O-])cc1Cl,-7,24,0,-5,-11,-7,-3,3,19,i
CCN1CCN(C(c2cccs2)C(C)NC(=S)Nc2cccc(C)c2C)CC1 (stereo unspecified),-22,-2,-4,-2,-23,0,-5,0,-2,i
CCn1c(=O)cc(OCC(=O)NCCc2cccc(C)c2)c2ccccc21,-11,33,2,5,-7,9,4,9,17,i
Cc1ccc2nc(C)cc(C(=O)N3CCCC(CO)(Cc4ccccc4C)C3)c2c1 (stereo unspecified),-32,-5,-2,2,-12,1,4,13,2,i
Cc1oc2cc([N+](=O)[O-])c(O)c([N+](=O)[O-])c2c1C(=O)c1ccc(Br)cc1,-28,10,-5,4,-5,5,-4,27,-1,.
Cc1ccc(S(=O)(=O)Nc2cc(C(=O)N3CCOCC3)ccc2N2CCCCC2)cc1,-3,.,-2,-3,-2,14,1,-2,.,i
Cc1ccc(Cl)cc1-n1c(=O)cc(N2CCN(C(=O)c3ccco3)CC2)[nH]c1=O,-31,-3,-3,0,-3,-7,1,11,-5,i
COc1c2occc2c(OC)c2c(=O)cc(C(F)(F)F)oc12,-4,17,-2,1,20,2,8,10,-10,i
O=C(Nc1ccc(NC(=O)c2ccco2)c(Cl)c1)c1ccc2c(c1)OCCO2,-72,9,-1,1,-76,2,-1,19,7,i
Cc1cccc(SC2CCN(C(=O)C3CCC(=O)N(C4CC4)C3)CC2)c1 (stereo unspecified),-16,-6,3,3,16,-1,2,4,-4,i
COc1ccccc1N1C(=O)C2CC(C)=C(C)CC2C1=O (stereo unspecified),-4,0,9,1,1,1,-2,15,-5,i
COc1cc(C)c(Cl)cc1S(=O)(=O)NCC1CCCO1 (stereo unspecified),-10,4,-2,-8,4,4,-2,-1,1,i
Cc1c(C(=O)Cc2ccccc2)n(C)c2ccccc12,-40,-14,.,2,-29,9,2,16,-3,i
COc1ccc(OC)c(C(=O)c2ccc(C(=O)O)cc2)c1,-48,-63,0,2,-7,-4,0,24,-49,i
COc1ccc(NS(=O)(=O)c2ccc3c(c2)CCO3)cc1,-5,14,-1,0,-17,6,6,31,2,i
COC(=O)c1ccc(NC(=O)CN2CCN(c3ccc(Cl)cc3)CC2)cc1,11,-1,-3,0,11,1,-2,13,-3,i
O=C(/C=C/c1ccc(F)cc1)NCCNC(=O)/C=C/c1ccc(F)cc1,9,16,3,0,9,1,0,20,4,i
COc1ccc2ccccc2c1CN1CCCC(CO)C1 (stereo unspecified),-2,-22,-3,-1,1,-1,0,17,-9,i
Cc1ccc2ccc3cccnc3c2n1,-21,-2,-3,2,-51,72*,7,45,-3,i
O=C(CN1CCN(Cc2ccccc2)CC1)Nc1ccc(N2CCOCC2)cc1,8,10,-3,2,28,6,2,19,-9,i
C[C@@H](C(=O)CC(=O)OC(C)(C)C)[C@@H](O)c1ccccc1,-40,-1,-6,3,4,-4,1,16,1,i
CCOC(=O)c1ccc(NC(=O)COc2ccc(S(=O)(=O)N3CCCC3)cc2)cc1,-20,1,-4,0,15,6,0,3,-3,i
COC(=O)C(C(=O)OC)c1ccc(-n2cccc2)cc1,-6,-11,1,-3,26,-1,-5,11,-5,i
O=C(Nc1ccc(Oc2ccc(NC(=O)c3ccco3)c(NC(=O)c3ccco3)c2)cc1)c1ccco1,-14,-8,0,1,3,2,5,13,-5,i
CN(C(=O)c1cccnc1)c1nc(-c2ccccc2)cs1,-50,23,0,-4,-128,-4,-2,29,-9,i
CCN(CC)c1nc(-c2cccc(OC)c2O)nc2ccccc12,-5,-12,-3,-2,9,2,1,15,1,i
COc1ccc(N2CCN(C(=O)CSc3nnc(-c4cc5ccccc5cc4O)n3C)CC2)cc1,5,45,0,-4,34,-2,0,29,19,i
CCc1cccc(NC(=O)CCNS(=O)(=O)c2cc(Br)cnc2N)c1,-16,-9,-2,3,37,8,-2,17,-3,i
COCCn1c(C)cc(/C=C2/NC(=O)N(Cc3ccc(C)cc3)C2=O)c1C,-26,-52,-7,1,-33,-2,-2,5,-35,i
COc1ccc2c(c1)[nH]c1c(=O)n(N)cnc12,-26,6,-4,-1,-51,0,3,0,4,i
CCN(CC)CCn1c(=S)[nH]c2cc(C(=O)NCc3ccccc3Cl)ccc2c1=O,-27,-8,0,1,7,0,-2,29,6,i
Cc1nc(CSc2n[nH]c(=O)n2-c2cccc(F)c2)cs1,-7,5,21,-2,5,1,-2,24,0,i
Cn1c(CO)cnc1S(=O)(=O)Cc1c(Cl)cccc1Cl,-8,0,-1,-4,10,5,1,10,-5,i
Cc1ccc(C(=O)O)cc1NC(=O)c1ccc(Cn2nc(C)c(Cl)c2C)o1,-10,6,-7,1,-17,1,3,-21,-5,i
COc1ccc(C(=O)Nc2nnc(C(F)(F)F)s2)cc1,-68,18,1,3,-144,3,-2,11,8,i
Cc1ccccc1NC(=O)CSc1nc2c(c(-c3ccco3)c1C#N)CCCC2,-13,8,4,2,7,-1,-2,10,-2,i
COc1ccc(NC(=O)C(CC(C)C)NC(=O)c2ccccc2C)cn1 (stereo unspecified),-24,2,-2,2,3,-4,-5,10,-3,i
CCCCNC(=O)c1cc(C)nn1-c1ccccc1,-14,11,.,3,-2,2,-1,11,3,i
CC(C)(C)NC(=O)C(c1ccccc1)N(Cc1ccco1)C(=O)c1csnn1 (stereo unspecified),-11,3,-2,-2,9,-3,-2,29,3,i
O=C1C(=O)N(Cc2cccnc2)C(c2ccc(Br)cc2)/C1=C(\O)c1ccc2c(c1)OCCO2 (stereo unspecified),-20,13,-4,2,4,3,0,22,1,i
O=C(CNC1CCCCCC1)Nc1ccccc1N1CCCCC1,-15,21,4,-3,23,-8,-3,15,7,i
COc1ccc(-c2ccc(N)[n+](CCCC(=O)O)n2)cc1,.,1,-1,-1,0,.,.,-10,-5,i
CC1CC(C)(C)NC(=S)N1CCC(=O)Nc1ccc2c(c1)OCCO2 (stereo unspecified),-38,17,.,.,2,-5,-4,.,-4,i
CC(=O)NC(CCS(C)(=O)=O)C(=O)Nc1ccc2c(c1)OCCO2 (stereo unspecified),24,-5,0,-1,-17,4,-3,15,-1,i
CCOC(=O)Cn1cnc2c(nnn2-c2cccc(OC)c2)c1=O,-12,-1,-3,-1,-5,1,-2,45,-6,i
Cc1ccc(-n2nnc3c(=O)n(Cc4ccccn4)cnc32)cc1C,-30,7,-1,2,14,4,0,19,-6,i
CSc1cccc(NC(=O)CCCOc2ccc(Cl)cc2Cl)c1,13,-6,1,1,5,0,0,20,-5,i
Oc1ccc(-n2cccc2/C=N/n2cnnc2)cc1,-8,-14,1,0,10,-6,-3,26,-8,i
COc1cc2c(cc1OC)C(C)N(C(=O)c1cc3n(n1)C(C(F)(F)F)CC(c1ccco1)N3)CC2 (stereo unspecified),25,12,0,-2,45,1,0,37,8,i
CC1=NN(c2ccc([N+](=O)[O-])cc2)C(=O)/C1=C\N(C)C,6,28,2,1,-17,11,4,22,8,i
FC(F)Oc1ccc(-c2c[n+]3c(n2-c2ccccc2)CCCCC3)cc1,-10,-18,-2,-1,15,-2,-2,7,-2,i
CCCCCC(=O)NC(=S)Nc1ccc(Br)cc1C,-8,1,-3,6,-3,1,-2,10,1,i
COc1ccc(-n2ncc3c(=O)n(Cc4c(F)cccc4Cl)cnc32)cc1,-29,.,0,2,.,-3,-1,24,.,.
COc1cccc(CNC(=O)CN2CCC(c3nc4ccc(C)cc4[nH]3)CC2)c1,-4,-41,0,2,-22,5,-2,13,-40,i
CC1CCc2cc(F)ccc2N1C(=O)CN1C(=O)c2ccccc2C1=O (stereo unspecified),0,-14,6,-1,-15,6,-1,11,-7,i
# (further entries)
SMILES,KLF5 inhibitor,HSF-1 act,GSK3A inh,GSK3B inh,aSyn UTR inh,IEC-6 cytotox,HSP90 inh,AI-2 QS mod,HSF1 inhib,PolyA inhibitor
O=C1N=c2ccccc2=C1c1sc(NS(=O)(=O)Cc2ccccc2)nc1O,1,19,-1,-2,-12,-2,-7,7,3,i
COC(=O)c1cc(Cl)c(NC(=O)c2cc(OC)c(OC)c(OC)c2)cc1OC,-24,-27,-2,-3,-14,1,0,0,-16,i
Cc1nc2ccccc2nc(C)c1=NOCc1ccc(Cl)cc1Cl,-3,29,-1,-1,-13,2,-1,-7,-5,i
O=C(NC(=S)Nc1cccc(Cl)c1N1CCCCC1)c1cccs1,-5,19,4,-2,-38,3,-2,4,-2,i
COc1ccc(Nc2ccc3c(c2)=NC2(CCCCC2)[N+]=3[O-])cc1,-28,79*,2,1,-87,9,2,35,58,i
CCN(C(=O)CN1CCN(c2ccccc2OC)CC1)c1c(N)n(Cc2ccccc2)c(=O)[nH]c1=O,-23,-2,-1,-4,-14,0,0,26,0,i
CSc1ccc(/C=N/N2CCN(Cc3ccccc3)CC2)cc1,-19,28,-1,5,-41,-2,-1,6,12,i
NC(=O)CSc1nc(-c2ccccc2)nc2c1CCCC2,-46,-10,0,-2,12,-1,0,9,4,i
CC1CN(C(=O)COC(=O)c2cc(Cl)ccc2Cl)CC(C)O1 (stereo unspecified),-11,-2,-2,1,-20,1,5,-4,-8,i
CC(=O)Nc1ccc(S(=O)(=O)N(Cc2ccccc2)C(C)C)cc1,15,-13,-2,1,1,-4,1,34,-5,i
C=CCn1c(SCC(=O)O)nnc1-c1ccccc1,-30,-18,1,0,2,-3,2,23,-7,i
CCOC(=O)C1=C(CN2CCN(CCC#N)CC2)NC(=O)NC1c1ccc2c(c1)OCO2 (stereo unspecified),0,13,-2,1,0,-1,-2,19,2,i
CCOc1ccc(/C=C2/Sc3ccc(C(=O)N4CCN(C(=O)c5ccco5)CC4)cc3N(C)C2=O)cc1OC,5,-4,-3,0,?,6,1,24,-5,i
COc1cccc(Nc2c(F)c(OC)c(F)c(F)c2C(=O)O)c1,-15,.,-7,1,.,2,-1,16,.,i

# Source: PubChem BioAssay (several laboratories)
